Bim-Bcl-2 = human Bim-Bcl-2 interaction inhibition; P10415; inhibition, % at 10 µM; 190,000 tested, 0.06% active; Bead-based flow cytometry, Bim peptide-Bcl-2 binding; in the data active means inhibition above about 40%; inconclusive means no clear call, values can overlap the other calls;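 further: 0% = no compound wells with probe peptide and 100% = reference peptide inhibitor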
Target sequence (P10415 whole entry, looked up): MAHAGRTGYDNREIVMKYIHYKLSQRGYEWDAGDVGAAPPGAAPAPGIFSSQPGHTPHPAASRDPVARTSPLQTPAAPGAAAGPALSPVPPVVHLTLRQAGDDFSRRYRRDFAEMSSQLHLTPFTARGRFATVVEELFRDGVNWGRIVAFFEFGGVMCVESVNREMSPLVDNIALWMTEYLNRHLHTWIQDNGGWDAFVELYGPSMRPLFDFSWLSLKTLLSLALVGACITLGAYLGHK
Bim-Bcl-XL = inhibitors of Bim-Bcl-XL interaction, human. AID 1007. inhibition, % at 10 µM. Bim peptide-Bcl-XL binding, bead flow cytometry, fluorescence. 190,000 tested, 0.04% active
ABCG2 block = inhibitors of human ABCG2 transporter, ABCB1 counter-screen; Q9UNQ0; IgMXP3 cells, JC-1 efflux, flow cytometry; inhibition, % at 6.6 µM; 190,000 tested, 0.1% active; AID 1325;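 active means inhibition above 80%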;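 further: 0% = DMSO and 100% = nicardipine control wells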
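Test system: ABCG2 IgMXP3 and barcoded ABCB1 CCRF-Adr cell mix; Schedule: cells with compound and JC-1, 10 min at 25 °C, rotating, no wash; Technique: flow cytometry of retained JC-1 fluorescence; Measure: % inhibition of efflux relative to nicardipine and DMSO; Controls: nicardipine high and DMSO low controls.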
Bim-Bcl-W = human Bim-Bcl-W interaction inhibition. AID 952. inhibition, % at 10 µM. 190,000 tested, 0.02% active. bead-based flow cytometry, Bim peptide-Bcl-W binding. Q92843;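 further: 0% = bound tracer without compound and 100% = peptide blocker; higher means less fluorescent Bim peptide bound to Bcl-W beads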
Bfl-1 Bim block = disrupts Bim binding to human Bfl-1. Q16548. Bead-based flow cytometry, Bim-Bfl-1 binding inhibition. inhibition, % at 10 µM. 190,000 tested, 0.12% active;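 further: 0% = wells without compound plus tracer and 100% = blocker peptide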
ABCB1 block = blocks JC-1 efflux by human ABCB1 transporter; P08183; CCRF-Adr cells, flow cytometry; inhibition, % at 6.6 µM; 190,000 tested, 0.067% active; AID 1326; in the data active means inhibition above about 40%;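 further: 0% = vehicle and 100% = reference inhibitor; higher value means more JC-1 retained so stronger ABCB1 efflux block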
Mcl-1 Bim block = inhibitors of Bim-Mcl-1 interaction, human; Q07820; Bead-based flow cytometry, Bim peptide-Mcl-1 binding; inhibition, % at 10 µM; 190,000 tested, 0.1% active; AID 1009;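 further: 0% = no compound tracer wells and 100% = peptide blocker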
Target sequence (Q07820 whole entry, looked up): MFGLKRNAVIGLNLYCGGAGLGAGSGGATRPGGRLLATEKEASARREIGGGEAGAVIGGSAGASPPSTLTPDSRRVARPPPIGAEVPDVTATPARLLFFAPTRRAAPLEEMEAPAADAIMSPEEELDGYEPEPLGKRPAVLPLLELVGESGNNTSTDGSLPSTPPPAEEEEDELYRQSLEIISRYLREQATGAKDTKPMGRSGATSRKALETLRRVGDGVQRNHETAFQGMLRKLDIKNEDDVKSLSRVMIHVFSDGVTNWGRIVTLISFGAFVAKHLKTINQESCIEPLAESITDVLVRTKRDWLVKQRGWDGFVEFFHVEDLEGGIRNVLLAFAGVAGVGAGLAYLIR
RGS4-Gao reg = human RGS4-Galphao interaction regulation; P09471; Multiplexed bead flow cytometry, RGS4-Galphao binding; actives lie on both sides; binding response (% of control), % at 10 µM; 220,000 tested, 0.33% active; AID 1415; in the data active means binding response below about 49% or above about 150%; inactive means in between;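 further: fluorescent Galphao activated with aluminum fluoride binding bead-coupled RGS4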
Target sequence (P09471 whole entry, looked up): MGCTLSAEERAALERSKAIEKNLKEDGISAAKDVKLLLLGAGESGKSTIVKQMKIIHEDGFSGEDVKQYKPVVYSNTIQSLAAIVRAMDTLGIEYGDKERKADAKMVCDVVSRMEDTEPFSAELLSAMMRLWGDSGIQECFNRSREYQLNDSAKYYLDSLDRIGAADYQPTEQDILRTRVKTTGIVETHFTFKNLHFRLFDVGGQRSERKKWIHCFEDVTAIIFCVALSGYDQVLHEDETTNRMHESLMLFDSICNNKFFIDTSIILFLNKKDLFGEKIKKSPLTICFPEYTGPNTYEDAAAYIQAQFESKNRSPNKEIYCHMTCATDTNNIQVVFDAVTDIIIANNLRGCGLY
Bim-Bcl-B = disrupts Bim peptide binding to human Bcl-B; bead-based flow cytometry; 190,000 tested, 0.073% active; inhibition, % at 10 µM; AID 951;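 further: 0% = tracer peptide without compound and 100% = reference inhibitor peptide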
RGS8-Gao reg = human RGS8-Galphao interaction regulation; P09471; response (percent of control binding), % at 10 µM; multiplexed bead flow cytometry, RGS8-Galphao binding; actives lie on both sides; 220,000 tested, 0.34% active; in the data active means response below about 60% or above about 140%; inactive means in between;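 further: Galphao activated as the GDP aluminium fluoride complex binding bead-coupled RGS8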
RGS7-Gao reg = modulates binding of RGS7 to human Galphao. binding response (% of control), % at 10 µM. 220,000 tested, 0.35% active. Multiplexed bead flow cytometry; actives lie on both sides; in the data active means binding response below about 49% or above about 150%; inconclusive means no clear call, values can overlap the other calls; inactive means in between;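 further: fluorescent Galphao held in activated GDP-AlF4 state binding bead-coupled RGS7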
Numbers without * were called inactive; ? = inconclusive; nt = not tested or not shown. Unless noted, no stated cut-off is given here; in the data, active means inhibition above about 40%.

SMILES	Bim-Bcl-2	Bim-Bcl-XL	ABCG2 block	Bim-Bcl-W	Bfl-1 Bim block	ABCB1 block	Mcl-1 Bim block	RGS4-Gao reg	Bim-Bcl-B	RGS8-Gao reg	RGS7-Gao reg
O=S1(=O)CCC(NC(=S)N2CCCCC2)C1 (stereo unspecified)	-4.0	-8.0	-3.5	-6.0	0.0	nt	-8.0	97.8	-8.0	95.8	99.5
COc1ccccc1NC(=O)COc1ccc(/C=N/n2cnnc2)cc1OC	-9.0	-1.0	3.0	0.0	-13.0	0.4	0.0	99.8	-7.0	102.4	92.7
Cn1c(=O)[nH]c2cc3ccccc3cc21	-7.0	-6.0	0.1	-5.0	-8.0	0.0	0.0	99.1	-11.0	97.5	97.2
COC(=O)CCCNC(=O)OCc1ccc([N+](=O)[O-])cc1	-6.0	0.0	-9.1	2.0	-3.0	-3.0	0.0	106.9	-4.0	105.8	105.5
CCc1nnc(NC(=O)c2ccc(S(=O)(=O)N(CCOC)CCOC)cc2)o1	0.0	-1.0	1.0	0.0	0.0	0.3	0.0	106.2	-2.0	103.9	101.9
CCCc1ccc(OC(=O)c2ccc(O)cc2Cl)cc1	3.0	3.0	3.4	6.0	5.0	0.4	3.0	94.7	-2.0	88.1	92.2
C=C(C)CNC(=S)NNC(=O)CCn1c2ccc(Cl)cc2c2cc(Cl)ccc21	-5.0	-9.0	-2.7	-4.0	2.0	6.3	-4.0	114.4	-10.0	97.8	108.7
Cc1cccc2nc(-c3cccc(NC(=O)Cc4ccccc4)c3)cn12	1.0	-2.0	10.2	-2.0	-1.0	3.8	0.0	103.2	-2.0	102.3	102.0
CCC(=O)N1COC[C@@H]1Cc1ccccc1	-3.0	-8.0	0.2	-3.0	-2.0	0.2	-3.0	103.8	-6.0	102.9	100.0
O=C(c1cccc(COc2cccc3ccccc23)c1)N1CCCC1	-35.0	-33.0	2.1	-38.0	-35.0	0.8	-41.0	99.3	-49.0	100.5	101.6
CSC1=C(C#N)C(C)C2=C(CC(C)(C)CC2=O)N1 (stereo unspecified)	-7.0	-8.0	9.0	0.0	-16.0	-1.2	-2.0	98.2	-9.0	98.0	98.2
Cc1cc(C)c(NC(=S)N2CCC(N(C)CC3CCCO3)CC2)c(C)c1 (stereo unspecified)	-9.0	-3.0	1.2	-2.0	-8.0	0.8	-2.0	107.8	-6.0	109.7	108.5
CCCNC(=O)C1CN(S(=O)(=O)c2ccccc2)CCN1S(=O)(=O)c1ccccc1 (stereo unspecified)	-9.0	-2.0	4.8	3.0	-10.0	2.0	3.0	103.5	-4.0	96.3	101.1
CCOC(=O)CN(C#N)c1nc(N(C)C)nc(N(C)C)n1	-3.0	-4.0	1.4	-3.0	-8.0	0.4	-3.0	97.3	-7.0	102.0	99.3
O=C(Cc1cccc2ccccc12)Nc1nc2ccccc2[nH]1	-10.0	-4.0	2.3	0.0	-13.0	0.5	-2.0	100.0	-12.0	101.4	99.8
C1=Nc2c(Nc3ccccc3)ncnc2Oc2ccccc21	1.0	-4.0	0.5	-1.0	0.0	0.1	0.0	86.3	-3.0	88.9	100.9
Nc1ncnc(Sc2ccccc2)c1[N+](=O)[O-]	-6.0	-6.0	15.7	-2.0	-5.0	0.3	-3.0	97.9	-9.0	99.7	99.0
Cc1ccc(-c2cc(-c3nnc(SCC(=O)NCC(C)C)n3N)c3ccccc3n2)cc1	-4.0	-4.0	36.0	-1.0	-9.0	11.6	-3.0	109.4	-6.0	108.7	104.6
Cc1nnc(C)c2c(C)n(-c3ccc4ncccc4c3)c(C)c12	0.0	2.0	1.6	2.0	-5.0	0.1	1.0	101.4	11.0	101.4	85.7
COc1cc(-c2cc(C(=O)Nc3ccccc3N3CCOCC3)c3ccccc3n2)cc(OC)c1OC	-1.0	-2.0	8.2	0.0	-3.0	8.0	1.0	101.6	-1.0	101.6	?

A second format for some results above.
Every second line gives: Bim-Bcl-2 | Bim-Bcl-XL | ABCG2 block | Bim-Bcl-W | Bfl-1 Bim block | ABCB1 block | Mcl-1 Bim block | RGS4-Gao reg | Bim-Bcl-B | RGS8-Gao reg | RGS7-Gao reg
> CCOC(=O)CN(C#N)c1nc(N(C)C)nc(N(C)C)n1
 : -3.0 | -4.0 | 1.4 | -3.0 | -8.0 | 0.4 | -3.0 | 97.3 | -7.0 | 102.0 | 99.3
> O=C(Cc1cccc2ccccc12)Nc1nc2ccccc2[nH]1
 : -10.0 | -4.0 | 2.3 | 0.0 | -13.0 | 0.5 | -2.0 | 100.0 | -12.0 | 101.4 | 99.8
> C1=Nc2c(Nc3ccccc3)ncnc2Oc2ccccc21
 : 1.0 | -4.0 | 0.5 | -1.0 | 0.0 | 0.1 | 0.0 | 86.3 | -3.0 | 88.9 | 100.9
> Nc1ncnc(Sc2ccccc2)c1[N+](=O)[O-]
 : -6.0 | -6.0 | 15.7 | -2.0 | -5.0 | 0.3 | -3.0 | 97.9 | -9.0 | 99.7 | 99.0
> Cc1ccc(-c2cc(-c3nnc(SCC(=O)NCC(C)C)n3N)c3ccccc3n2)cc1
 : -4.0 | -4.0 | 36.0 | -1.0 | -9.0 | 11.6 | -3.0 | 109.4 | -6.0 | 108.7 | 104.6
> Cc1nnc(C)c2c(C)n(-c3ccc4ncccc4c3)c(C)c12
 : 0.0 | 2.0 | 1.6 | 2.0 | -5.0 | 0.1 | 1.0 | 101.4 | 11.0 | 101.4 | 85.7
> COc1cc(-c2cc(C(=O)Nc3ccccc3N3CCOCC3)c3ccccc3n2)cc(OC)c1OC
 : -1.0 | -2.0 | 8.2 | 0.0 | -3.0 | 8.0 | 1.0 | 101.6 | -1.0 | 101.6 | ?

The listing continues.
SMILES	Bim-Bcl-2	Bim-Bcl-XL	ABCG2 block	Bim-Bcl-W	Bfl-1 Bim block	ABCB1 block	Mcl-1 Bim block	RGS4-Gao reg	Bim-Bcl-B	RGS8-Gao reg	RGS7-Gao reg
Cc1ccc(-n2c(SCC(=O)NCC3CCCO3)nc3n[nH]c(C)c3c2=N)cc1Cl (stereo unspecified)	-2.0	2.0	6.0	-1.0	-2.0	0.4	-2.0	105.1	-5.0	107.6	103.3
Cc1ccc(S(=O)(=O)NN2C(=O)c3ccccc3NC2c2cccc(O)c2)cc1 (stereo unspecified)	-6.0	-2.0	-1.1	-2.0	-6.0	-0.3	-1.0	104.7	-5.0	106.0	103.4
O=C1CCCc2c1nn(-c1ccccc1)[n+]2[O-]	-4.0	-2.0	6.0	-4.0	0.0	1.3	-2.0	102.5	-4.0	98.1	101.6
Cc1ccc(SCCC(=O)Nc2cccnc2)cc1	-1.0	0.0	-0.7	0.0	-8.0	-0.4	0.0	107.2	-6.0	113.8	108.6
CC(=O)NC(=S)Nc1ccccc1N1CCN(C(=O)c2ccccc2)CC1	-1.0	-1.0	6.7	2.0	-3.0	1.7	0.0	98.3	-2.0	98.9	94.8
CC(=O)c1cc2c(cc1NC(=O)c1c(-c3ccccc3)noc1C)OCO2	-8.0	-3.0	14.0	-1.0	-12.0	1.0	-1.0	99.3	-6.0	101.5	103.6
CCOC(=O)c1ccc(NC(=O)C2CCCO2)cc1 (stereo unspecified)	0.0	0.0	3.4	0.0	-1.0	0.4	-1.0	94.0	2.0	100.7	100.8
Cc1ccc2c(CN3CCN(CCO)CC3)cc(=O)oc2c1	-1.0	2.0	0.6	0.0	-8.0	0.0	0.0	99.8	-4.0	100.5	102.8
CCn1cc(/C=N/NS(=O)(=O)c2ccc(OC)cc2)c(C)n1	-7.0	-3.0	9.8	0.0	-14.0	0.7	0.0	98.4	-8.0	97.3	93.3
COc1cc2nc(-c3ccc(Br)o3)oc(=O)c2cc1OC	5.0	0.0	1.0	0.0	2.0	0.0	-3.0	100.5	2.0	97.5	100.1
c1ccc(C(c2ccccc2)N2CCN(c3ccc4ccccc4n3)CC2)cc1	-13.0	-7.0	2.6	-3.0	-17.0	-0.8	-4.0	105.5	-10.0	102.0	97.6
CC(Oc1ccccc1F)C(=O)NCCN1CCCCC1 (stereo unspecified)	1.0	2.0	-0.5	1.0	3.0	-0.2	2.0	97.6	2.0	102.4	100.4
COc1cc(/C=C(\C#N)c2nc3ccccc3n2C)cc(OC)c1O	-1.0	2.0	0.7	6.0	2.0	0.0	0.0	101.1	-12.0	100.3	100.0
CC(Sc1ccccc1)C(=O)N(CCC#N)Cc1cccnc1 (stereo unspecified)	0.0	0.0	-0.2	0.0	-5.0	-0.1	0.0	107.5	0.0	106.7	105.8
COC(=O)c1sccc1-c1ccc(C(N)=O)o1	-5.0	0.0	19.6	2.0	-3.0	0.5	1.0	103.0	0.0	102.4	99.8
CCCOc1c(OC)cccc1C1CC(=O)Nc2cc3c(cc21)OCCO3 (stereo unspecified)	-2.0	0.0	3.0	0.0	0.0	0.7	-2.0	102.3	-1.0	103.0	98.1
COc1ccc(C)cc1NC(=O)N1CCC(CO)(CC2CCCCO2)CC1 (stereo unspecified)	-1.0	-3.0	0.6	-1.0	-4.0	0.8	-2.0	104.2	-2.0	100.5	?
Cc1cccc(NC(=O)c2cc3c(n(-c4ccccc4)c2=O)CCCC3=O)n1	-9.0	-4.0	23.4	1.0	-10.0	2.2	0.0	102.9	-6.0	100.2	101.5
Cn1c(CNC(=O)OC(C)(C)C)n[nH]c1=S	-2.0	-6.0	0.8	-2.0	-2.0	0.1	-2.0	95.6	-11.0	95.6	94.2
COc1ccc(NC(=O)c2ccc(-c3ccccc3)cc2)cc1S(=O)(=O)N1CCOCC1	0.0	0.0	0.7	-1.0	-4.0	0.2	-3.0	100.7	-1.0	98.9	101.3
Cn1c(=O)c2c(nc(SCCN3CCCCC3)n2C)n(C)c1=O	0.0	-3.0	0.0	0.0	1.0	27.9	-1.0	96.3	-2.0	95.6	98.5
Cc1ccc(CNC(=O)C2CCN(S(=O)(=O)c3ccc4c(c3)OCCCO4)CC2)cc1	-2.0	-5.0	-0.2	-4.0	1.0	0.2	-6.0	100.0	-4.0	98.9	96.7
Cc1ccc(S(=O)(=O)CC(O)CN2CCCC2=O)cc1 (stereo unspecified)	0.0	-1.0	-1.1	3.0	1.0	-0.4	3.0	101.2	2.0	124.4	103.9
CC1(C)Cc2ccccc2C(NN=C2CCCC2)=N1	-7.0	-4.0	1.0	-4.0	-13.0	0.5	-2.0	98.2	-7.0	81.7	88.1
CCc1ccc(NC(=S)N2CCN(c3cccc(OC)c3)CC2)cc1	-2.0	0.0	0.9	-2.0	-4.0	-0.2	0.0	125.0	-3.0	117.2	130.1
O=C(O)/C=C\C(=O)Nc1ccccc1C(=O)N1CCN(c2ccc(Cl)cc2)CC1	-1.0	0.0	-0.5	2.0	1.0	-0.2	0.0	101.5	0.0	100.2	103.3
C/C(Cl)=C\Cn1c(NCCCn2ccnc2)nc2c1c(=O)n(C)c(=O)n2C	-6.0	-9.0	0.6	-6.0	-12.0	-0.9	-5.0	95.2	-6.0	101.7	95.0
COc1ccc(OC)c(S(=O)(=O)Nc2cnc3ccccc3c2)c1	-12.0	-11.0	10.7	-6.0	-16.0	13.6	-10.0	103.2	-9.0	105.3	101.8
CCOc1ccc(NC(=O)NC(=O)N(C(C)C)S(C)(=O)=O)cc1	-1.0	-1.0	0.4	-1.0	-3.0	-0.1	-1.0	99.7	-2.0	102.2	100.3
Cc1cccc(-n2c(C)n[nH]c2=S)c1	-13.0	-9.0	0.6	0.0	-8.0	1.0	-4.0	100.9	-17.0	99.4	101.3
